Assay outcomes: PubChem BioAssay, The Scripps Research Institute Molecular Screening Center
Pf gamet viab: kills late stage P. falciparum gametocytes; P. falciparum stage V gametocytes, ATP luminescence, 24 h; 0.065% of 150,000 active; AID 743093; inhibition, % at 10.9 µM;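 active = inhibition above the mean plus 3 SD of compounds within the control limits, set per campaign, cut at about 38% in these data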;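 note: 0% = DMSO wells and 100% = medium only without gametocytes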
* hit, by the source's call.

SMILES	Pf gamet viab
Cc1ccc(-n2nc3ccc(N)cc3n2)cc1C	-6.0
CN(CC(=O)Nc1ccccc1Cl)C(=O)COC(=O)CNC(=O)c1ccc(Br)o1	-8.1
CCOc1ccc(S(=O)(=O)Nc2cc(SCC(=O)O)c(O)c3ccccc23)cc1	13.1
CC(=O)Nc1ccc(NC(=O)c2ccccc2N(C)S(=O)(=O)c2ccc(C)cc2)cc1	7.6
O=[N+]([O-])c1ccc(S(=O)(=O)Nc2ccc3c(c2)OCCO3)cc1	-6.3
Fc1ccc2cnc(-c3ccccc3)c(-c3cc(C(F)(F)F)cc(C(F)(F)F)c3)c2c1	-19.3
COc1cc(OC)cc(-c2sc3ccc(OC)cc3c2-c2ccc(O)cc2)c1	8.9
Cc1ccc(C(=O)c2c3ccccc3[n+]([O-])n2CCO)cc1	3.3
Cc1cc(OCc2nnc(SCC(=O)O)n2-c2ccccc2)ccc1Cl	5.0
COc1ccc(-c2cn(CCC(=O)O)c(C)n2)cc1	-14.8
CCN1C(=O)[C@H]2[C@@H](c3ccc(C)cc3)N3C(=O)N(c4ccccc4)C(=O)[C@@]3(CC)[C@H]2C1=O	-5.7
O=C(c1cccc2ccccc12)N1CCN(Cc2ccccc2F)CC1	22.4
CCCNC(=O)c1onc(CSc2ccc(F)cc2)c1C(=O)NCC1CC1	-6.9
C=CC[C@@H](CC(=O)N(CCO)Cc1ccccc1)C(=O)N[C@@H](C)COC(=O)[C@@H](CC=C)CC(=O)OC(C)(C)C	5.9
COc1ccc(NC(=O)CN2C(=O)C(C)Oc3ccccc32)cc1OC (stereo not drawn)	-21.5
COc1ccc(Cc2nnc(NC(=O)c3ccc(OC(C)=O)cc3)s2)cc1OC	-9.6
O=S(=O)(NCCN1CCOCC1)c1cccc(C(F)(F)F)c1	3.9
CCCN1CCC(=O)N([C@H](COc2ccccc2)c2ccccc2)CC1	7.2
COc1ccc(CCNC(=O)CN(Cc2ccc(Cl)cc2)S(C)(=O)=O)cc1	-4.4
NC(=O)CC(NC(=O)Cc1ccc(Cl)cc1)c1ccc(NCCOc2ccccc2)c([N+](=O)[O-])c1 (stereo not drawn)	13.8
CCCOc1ccc(N2C(=O)CC(NCC(=O)OCC)C2=O)cc1 (stereo not drawn)	10.9
NNc1nc(-c2ccccc2)cc(-c2ccc(Br)cc2)n1	-5.9
CCn1c(/N=C/c2ccccc2O)nc2ccccc21	-1.9
O=[N+]([O-])c1ccccc1S(=O)(=O)N1CCN(c2ccccn2)CC1	-6.7
Cn1nnnc1Sc1ncnc2scc(Br)c12	10.7
OCc1ccc(OCCCOc2cccc3cccnc23)cc1	-7.5
COc1ccc(CCC(=O)NCCOc2ccccc2Cl)cc1	-10.0
Oc1cncc(-c2cccnc2)c1	17.1
CCN(CCO)C(=O)c1ccc2oc(Cc3ccc(Cl)cc3)nc2c1	3.5
N#CCc1ccc(NC(=O)Cn2c(=O)oc3ccccc32)cc1	18.7
O=S1(=O)CCOC[C@H](Cc2ccccc2)N1Cc1ccccc1Br	-21.6
Cc1ccc(S[C@@H](CCN2CC[C@H](O)CCC2=O)c2ccccc2)cc1	2.0
CC1O[C@@H](O[C@H](C)CC[C@@H](C)O[C@H]2OC(C)[C@@H](O)C[C@H]2O)C(O)C[C@H]1O (stereo partly drawn)	-11.3
CCOC(=O)C1=C(C)N(CCCC(=O)O)C(=O)NC1c1ccccc1OS(=O)(=O)c1ccc([N+](=O)[O-])cc1 (stereo not drawn)	21.9
CCCCN1C2=NC(c3ccccc3)CN2c2ccccc21 (stereo not drawn)	11.5
CCC(CO)Oc1cc(NCc2ccccc2F)c2ncn(C(C)C)c2c1 (stereo not drawn)	-6.2
O=[N+]([O-])c1ccc(Cn2cc(-c3cccc(C(F)(F)F)c3)nn2)cc1	11.9
S=c1[nH]c2ccc(Cc3ccc4[nH]c(=S)[nH]c4c3)cc2[nH]1	13.7
CC(C)[C@H]1COC(NC2=N[C@@H](C(C)C)CO2)=N1	3.2
S=c1[nH]c2ccccc2n1Cc1ccccc1	-9.0
N=C1SCC(=O)N1c1ccc(Cl)cc1	6.0
CCN1C(=O)[C@H]2[C@@H](c3ccc(-c4ccc(F)cc4)c(OC)c3)N3CCC[C@@]3(C(=O)OC)[C@H]2C1=O	-23.6
O=C(CSc1nc(C2CC2)nc2ccccc12)N1CCc2ccccc21	-17.0
O=C1c2ccccc2S(=O)(=O)c2cc(C(=O)N3CCC(C(=O)N4CCCCC4)CC3)ccc21	-16.7
COc1cc(OC)c(OC)cc1CN1CCN(Cc2ccc(C(F)(F)F)cc2)CC1	-20.4
C[C@H](CO)N1C[C@H](C)[C@H](CN(C)Cc2ccccc2)Oc2ccc(NC(=O)Nc3ccc(F)cc3)cc2C1=O	-1.0
COc1cccc(CNC(=O)Cn2nc([N+](=O)[O-])c(Br)c2C)c1	-8.9
O=C1[C@H](Cc2ccccc2)NCCCC[C@H](c2ccc(Cl)cc2)N1Cc1ccccc1	-10.3
C=CCOc1ccc(C2NC(=O)c3ccccc3O2)cc1 (stereo not drawn)	-4.6
CCCCCCCCCCOC(=O)Cn1c(COc2ccc(C)cc2)[n+](C)c2ccccc21	-4.0
Cc1c(NC(=O)CSCc2ccc(Cl)cc2Cl)cccc1C(=O)O	4.4
Cc1cc(=O)oc2c(C)c3occc3cc12	-5.8
Cc1cc(S(=O)(=O)NCC2CCCO2)c(C)cc1Br (stereo not drawn)	4.3
O=C(Nc1ccccc1)c1nc[nH]c1C(=O)NCc1ccccc1	-18.4
CC(=O)c1ccc2c(c1)C1C=CCC1C(c1cc3c(cc1Br)OCO3)N2 (stereo not drawn)	-34.3
O=CNCc1nc2ccccc2n1CCCc1ccccc1	2.4
CC1=NNC(=O)C1Cc1c(Cl)cccc1Cl (stereo not drawn)	10.1
CC(=O)COc1ccc2c(-c3ccccc3)cc(=O)oc2c1C	-19.6
CCOc1ccc(C(C(=O)NC2CCCCC2)N(CCOC)C(=O)c2snc(C(N)=O)c2N)cc1 (stereo not drawn)	12.9
COc1ccc([C@H]2CC(=O)C=C(c3ccc4c5c(cccc35)CC4)C2)cc1	-18.2
Next compounds follow.
SMILES	Pf gamet viab
Cn1c(-c2nonc2N)nc2ccccc21	-5.0
COc1ccc(-c2noc(C3CCCN(C(=O)c4ccccc4OC)C3)n2)cc1 (stereo not drawn)	-9.6
O=S(=O)(c1ccc2c(c1)OCCO2)N1CCN(S(=O)(=O)c2ccco2)CC1	7.0
CN([C@@H](C(=O)OC(C)(C)C)c1ccccc1)S(=O)(=O)c1cccc(S(=O)(=O)N(C)[C@@H](C(=O)OC(C)(C)C)c2ccccc2)c1	16.9
O=C(Nc1ncccn1)c1ccc(Cl)c([N+](=O)[O-])c1	-0.8
Cc1cc2c(NC3CCCCC3)ncnc2s1	1.2
O=C1C=C(c2ccc(Cl)c(C(F)(F)F)c2)C[C@@H](c2ccc3c(c2)OCO3)C1	-21.2
COc1ccc(-c2csc3ncn(Cc4ccccc4)c(=O)c23)cc1	-10.9
Cc1cc(C)nc(SC2CC(=O)N(c3ccc(C)c(C)c3)C2=O)n1 (stereo not drawn)	22.4
COCCN1C2=C(C(=O)CC(C)(C)C2)C(c2ccc(OC)c(OC)c2)C2=C1CC(C)(C)CC2=O	14.5
COC(=O)c1ccccc1NC(=O)CN1C(=O)c2ccccc2C1=O	2.5
CC[C@@H]1C(=O)[C@H](Cc2ccccc2)[C@H]2CCCC(=O)N3CC[C@@H]1[C@@H]23	10.0
C[C@H](CO)N1C[C@H](C)[C@@H](CN(C)Cc2ccc(C(=O)O)cc2)Oc2c(NS(=O)(=O)c3ccc(F)cc3)cccc2C1=O	-9.0
CC(C)(C)OC(=O)N1CCC(CC2CC(c3ccccc3)=NO2)(C(=O)O)CC1 (stereo not drawn)	-12.3
CC1=C(C(=O)OC2CCCCCCC2)C(c2ccc(O)cc2)NC(=O)N1 (stereo not drawn)	2.7
O=C(N/N=C/c1cc(Cl)ccc1O)c1cccnc1	-36.2
COCCCNC(=S)N1CCC(C(=O)c2ccc(Cl)cc2)CC1	-12.5
O=C(O/N=C/c1ccc(Br)cc1)c1ccc(F)cc1	14.2
COc1ccc(OC)c(-n2nnnc2SCC(=O)Nc2ccccc2OC)c1	0.3
O=Cc1cc(N=Nc2ccc(S(=O)(=O)O)cc2)ccc1O	23.5
CC(C)C[C@@]12C(=O)N(c3cccc(F)c3)C(=O)N1[C@H](c1ccc(Cl)cc1)[C@@H]1C(=O)N(C3CCCCC3)C(=O)[C@@H]12	30.3
Cc1cnc(NCCc2ccccc2)s1	1.1
CC(C)N1C(=O)S/C(=C\c2ccc(-c3ccc(Cl)c(C(=O)O)c3)o2)C1=O	-24.3
COc1cc(OC)cc(C(=O)Nc2cccc3nc(C)ccc23)c1	14.4

An excerpt from above in order of molar mass, highest first:
SMILES	Pf gamet viab
C[C@H](CO)N1C[C@H](C)[C@@H](CN(C)Cc2ccc(C(=O)O)cc2)Oc2c(NS(=O)(=O)c3ccc(F)cc3)cccc2C1=O	-9.0
CC(C)N1C(=O)S/C(=C\c2ccc(-c3ccc(Cl)c(C(=O)O)c3)o2)C1=O	-24.3
CC(C)(C)OC(=O)N1CCC(CC2CC(c3ccccc3)=NO2)(C(=O)O)CC1 (stereo not drawn)	-12.3
CC1=C(C(=O)OC2CCCCCCC2)C(c2ccc(O)cc2)NC(=O)N1 (stereo not drawn)	2.7
O=C(O/N=C/c1ccc(Br)cc1)c1ccc(F)cc1	14.2
O=Cc1cc(N=Nc2ccc(S(=O)(=O)O)cc2)ccc1O	23.5

Next section
SMILES	Pf gamet viab
CCOc1ccccc1NC(=O)CCCc1ccc(OC)c(C)c1	-6.1
COc1ccc(S(=O)(=O)NCC(=O)NCCc2ccc(OC)c(OC)c2)cc1	14.1
CCOC(=O)C1CCN(C/C=C/c2ccccc2)CC1	2.8
CCn1cc(C(=O)NCCc2ccccc2C)c(=O)c2ccc(C)nc21	-6.3
O=C(O[C@H]1[C@H](Cc2ccccc2)NS(=O)(=O)[C@H]2C[C@@H]3C=C[C@]12O3)c1ccc([N+](=O)[O-])cc1	4.0
CCOCCCNC(=O)C1CCN(Cc2cccc(OCc3ccccc3)c2)CC1	6.9
O=C(Cn1c(=O)oc2ccccc21)Nc1ccc(F)cc1	-3.4
COc1cccc(C2Nc3ccccc3NC3=C2C(=O)CC(C)(C)C3)c1 (stereo not drawn)	-6.4
COc1cc(OC)cc(C(=O)NCCc2ccc(OC)c(OC)c2)c1	-5.5
COc1ccccc1N1C(=O)c2cccc3c(N(C)CCO)ccc(c23)C1=O	22.3
Cc1cc(C(=O)Nc2ccccc2)c2ccccc2n1	-21.8
COc1cc(-c2ccc3c(=O)c4ccccc4n(C)c3c2)cc(OC)c1OC	25.6
Cc1ccc(NC(=O)CN(C)C2CCCCC2)cc1Cl	3.0
COCCCNC(=O)c1ccc(-c2nc3ccccc3nc2-c2ccccc2)cc1	-14.2
COc1ccc(CN2C(=O)C(C)=C(C)C2OC)cc1 (stereo not drawn)	5.1
CCCNC(=O)c1onc(CSc2ccc(F)c(F)c2)c1C(=O)NCCC	-0.6
COc1ccc(COC(=O)C2=C(C)NC(=O)NC2c2ccccc2OC(C)C)cc1 (stereo not drawn)	2.0
Cc1ccc(NC(=O)CCN2CCN(CCO)CC2)cc1	-31.3
COCCNS(=O)(=O)c1ccc(OCC(=O)N2CCc3ccccc3C2)c(Cl)c1	4.0
N#Cc1ccc(C2=CC(=O)C[C@H](c3ccc(Cl)cc3)C2)cc1	13.5
Oc1ccc(Br)cc1CNc1cnc2ccccc2c1	-16.5
c1ccc(C2(CN3CCNC[C@H]3Cc3cccc4ccccc34)CC2)cc1	-27.1
CCN(CCC(=O)Nc1cc(OC)ccc1OC)Cc1ccccc1	23.3
CCN1C(=O)[C@H]2[C@@H](c3ccc(C)cc3)N3C(=O)N(c4ccc(C(F)(F)F)cc4)C(=O)[C@@]3(CC)[C@H]2C1=O	3.0

Quoted from the listing.
COc1cc(OC)c(OC)cc1CN1CCN(Cc2ccc(C(F)(F)F)cc2)CC1 @ Pf gamet viab = -20.4
O=C1c2ccccc2S(=O)(=O)c2cc(C(=O)N3CCC(C(=O)N4CCCCC4)CC3)ccc21 @ Pf gamet viab = -16.7

Carrying on:
SMILES	Pf gamet viab
CCC(C)(C)c1nnc(NC(=O)CCC2CCCCC2)s1	1.6
COc1ccc(NC(=O)C(NC(=O)c2ccc(C)cc2)c2ccccc2)cc1 (stereo not drawn)	-3.3
COc1ccccc1C(c1c(O)nc(SC)[nH]c1=O)c1c(O)nc(SC)[nH]c1=O	2.7
O=C1C=C(c2cc(Cl)cc(Cl)c2)C[C@@H](c2ccc3c(c2)OCO3)C1	-10.0
CC1CN(CCOc2ccc(Cl)c(Cl)c2)CC(C)O1 (stereo not drawn)	-18.6
CN1C2Cc3c(n(C)c4ccccc34)C1CC=C2CO (stereo not drawn)	8.8
CCOC(=O)CCNC(=O)N1CCCC(Cc2ccccc2)(C(=O)OCC)C1 (stereo not drawn)	-9.0
CCCC(=O)NC(=S)Nc1ccc(S(=O)(=O)N2CCc3ccccc32)cc1	-8.7
CC(C)n1cnc2c(Nc3ccc(F)c(Cl)c3)nc(NCCO)nc21	-34.1
CCCCCCSc1ccc([C@@H]2[C@@H]3C(=O)N(CC)C(=O)[C@@H]3[C@]3(C(=O)OC)CCCCN23)cc1OC	13.2
COc1ccc(C)cc1NC(=O)C1CC1c1ccccc1 (stereo not drawn)	13.5
Cc1ccc(C)c(NC(=O)c2cc3ccccc3o2)c1	5.8
CC1(C)CC(=O)C=C(c2cccs2)C1	0.7
CCC(CO)Oc1cc(NCc2ccc(C)c(C)c2)c2ncn(C(C)C)c2c1 (stereo not drawn)	-4.7
CSc1nc(O)c(C(c2ccccc2Cl)c2c(O)nc(SC)[nH]c2=O)c(=O)[nH]1	18.8
OC1CCN(Cc2ccc3ccccc3c2)CC1	7.0
CCOC(=O)N1C(=O)[C@@](c2ccc(Cl)cc2)(C(C)C)N1C(=O)OCC	18.4
CCOc1cc(Br)cc(C(c2c(C(=O)O)[nH]c3ccccc23)c2c(C(=O)O)[nH]c3ccccc23)c1O	4.5
CCSc1ncc(Cl)c(C(=O)Nc2ccccc2OC)n1	6.1
Cc1nc(Cl)sc1C(=O)Nc1ccc(F)cc1	4.6
Cc1ccccc1OCC(=O)Nc1ccncc1	-8.6

A portion of the library; rates above refer to the full screens.
